# Compound activity as filed in PubChem BioAssay.
# CatS block: inhibitors of human cathepsin S, biochemical, compound mixtures | P25774 | recombinant cathepsin S, AMC dipeptide fluorescence, pooled mixtures | inhibition, %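 (tested at 5 µM per compound within 10-compound mixtures)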 | actives 0.06% (n = 62,000); in the data active = inhibition above about 32%, passing the limit was not always enough;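 note: 0% = enzyme without compound and 100% = blank without enzyme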
# Target sequence (P25774 115-331 limits assumed): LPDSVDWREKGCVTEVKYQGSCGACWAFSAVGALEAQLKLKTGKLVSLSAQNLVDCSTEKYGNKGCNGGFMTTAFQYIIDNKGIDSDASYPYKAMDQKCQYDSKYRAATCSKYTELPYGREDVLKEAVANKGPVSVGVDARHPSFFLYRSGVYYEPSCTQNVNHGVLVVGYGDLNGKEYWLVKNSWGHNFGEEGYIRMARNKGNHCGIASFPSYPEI
# C1s inh: complement C1s protease inhibitors, primary screen, biochemical, 10-compound mixtures; Complement C1s subcomponent (Homo sapiens), P09871; purified C1s, fluorogenic AMC substrate, pooled mixtures; mean inhibition % of two 10-compound mixtures (stronger effect = higher value), % at 5 µM (by protocol); actives 0.16% (n = 62,000); AID 538, 2006;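 active = inhibition above 20% in each of the two 10-compound mixture wells holding the compound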;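 note: 0% = enzyme wells lacking compound mixture and 100% = no-enzyme blank wells; some compounds called inactive have numbers as strong as hits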
# CatB mixtures: cathepsin B inhibitors from pooled compounds, primary screen, biochemical, compound mixtures, AMC fluorescence; AID 488, 2006; P07858; inhibition, %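 (ten-compound pools at 5 µM per compound and 50 µM total)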; Purified cathepsin B, AMC dipeptide fluorescence; actives 0.06% (n = 62,000); in the data active = inhibition above about 22%, passing the limit was not always enough;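 note: 0% = enzyme without compound and 100% = no enzyme blank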
# ROCK2 inh: inhibitors of human ROCK2 kinase, primary screen, biochemical, high-throughput, luminescence; Rho-associated protein kinase 2 (Homo sapiens), O75116; AID 604, 2007; inhibition, % at 6 µM; purified ROCK2, Kinase-Glo ATP depletion luminescence; actives 0.35% (n = 60,000);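 active = inhibition above the screen-wide mean inhibition plus 3 SD, cut at about 18% in these data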;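 note: plate controls were DMSO wells for no effect and Y-27632 control wells after no-enzyme background subtraction for full effect; many of its hits are not listed in these tables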
# PKA kinase inh: inhibitors of human PKA kinase activity, primary screen, biochemical, ATP-depletion luminescence, Kemptide substrate; PKA Kemptide phosphorylation, Kinase-Glo ATP luminescence; inhibition, % at 6 µM; cAMP-dependent protein kinase catalytic subunit alpha (Homo sapiens), P17612; actives 0.1% (n = 65,000);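 active = inhibition above the screen-wide mean inhibition plus 3 SD, cut at about 21% in these data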; note: many of its hits are not listed in these tables
# HER2 expr 66K: inhibitors of Her2 protein expression, primary screen, SKBR-3 cells, AlphaScreen, 66K library; Receptor tyrosine-protein kinase erbB-2 (Homo sapiens), P04626; SKBR-3 HER2 protein level, 18-24 h; stronger effect = lower value; HER2 level % of control, % at 10 µM; actives 0.69% (n = 65,000); AID 645, 2007;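 active = HER2 level under 5% of the carrier-only control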;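 note: 100% = DMSO carrier and 0% = 500 nM PU-H71 HSP90 inhibitor; lower value means stronger loss of Her2 protein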
# CatL block: inhibitors of human cathepsin L, biochemical | purified cathepsin L, fluorogenic substrate, fluorescence | inhibition, %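 (tested at 10 µM)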 | AID 460, 2006 | Procathepsin L (Homo sapiens), P07711 | actives 0.17% (n = 58,000); in the data active = inhibition above about 45%;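 note: 0% = enzyme with no compound and 100% = no enzyme blank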
# Target sequence (P07711 114-288 limits assumed): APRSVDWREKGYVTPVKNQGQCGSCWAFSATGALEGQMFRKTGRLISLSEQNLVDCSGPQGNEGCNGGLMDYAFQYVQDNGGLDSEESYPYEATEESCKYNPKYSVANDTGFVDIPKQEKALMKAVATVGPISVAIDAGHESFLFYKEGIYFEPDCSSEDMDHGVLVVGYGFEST
# Target sequence (P07711 292-333 limits assumed): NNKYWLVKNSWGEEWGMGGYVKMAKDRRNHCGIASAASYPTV
# CatB block: human cathepsin B inhibitors, primary screen, biochemical, fluorogenic substrate; P07858; purified cathepsin B, fluorescence; inhibition, %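 (tested at 10 µM)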; actives 0.1% (n = 63,000); AID 453, 2006; in the data active = inhibition above about 21%;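 note: 0% = enzyme with no compound and 100% = no enzyme blank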
# Cathepsin G inh: human cathepsin G inhibitors, primary screen, biochemical, pooled compound mixtures, AMC fluorescence; actives 0.2% (n = 62,000); purified enzyme, AMC-tetrapeptide fluorescence; inhibition, % at 5 µM (by protocol); AID 581, 2007;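 active = inhibition above 20% in each of the two mixture wells holding the compound; inactive = inhibition of 20% or less in either well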;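 note: 0% = enzyme control without mixture and 100% = blank lacking enzyme; strong numbers were not always called active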
# Target sequence (P08311 21-244 limits assumed): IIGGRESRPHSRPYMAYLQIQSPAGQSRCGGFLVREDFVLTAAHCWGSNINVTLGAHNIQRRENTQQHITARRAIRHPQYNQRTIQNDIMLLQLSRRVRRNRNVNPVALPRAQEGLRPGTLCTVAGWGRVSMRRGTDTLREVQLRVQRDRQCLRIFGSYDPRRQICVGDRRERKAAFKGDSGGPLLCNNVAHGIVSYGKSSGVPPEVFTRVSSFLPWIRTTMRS
# Starred values were filed as active, the others as inactive; . = no result given. A portion of the library; the hit share may differ from the screen's.
SMILES,CatS block,C1s inh,CatB mixtures,ROCK2 inh,PKA kinase inh,HER2 expr 66K,CatL block,CatB block,Cathepsin G inh
N#CC1=C(N)C2=C(N3CCCCC3)CCCC2C1(C#N)C#N (stereo not given),5,-10,-3,1,6,98,1,1,5
C[N+](C)(C)CCNC(=O)c1c(O)c2c([nH]c1=O)CCCC2,-1,3,1,2,4,120,8,1,1
O=C(Cc1cccs1)N1CCN(c2ccccn2)CC1,2,12,-2,5,6,94,20,2,9
COc1ccc(CCn2nnnc2C(C(C)C)N2CCC(C(N)=O)CC2)cc1OC (stereo not given),-3,8,1,9,4,56,4,4,6
CCn1c(SCC(=O)NCC2CCCO2)nc2cc(S(=O)(=O)N3CCCCC3)ccc21 (stereo not given),16,-1,-1,3,0,-28*,8,-5,5
COC(=O)Cn1nc(-c2ccccc2)n(-c2ccccc2)c1=S,-2,8,1,4,12,63,.,2,2
COc1ccc(N2C(=O)CCC(C(=O)N3CCC(C(N)=O)CC3)C2c2ccc(F)cc2)cc1 (stereo not given),16,11,3,.,10,141,4,1,10
O=S(=O)(N1CCCCCC1)N1CCN(S(=O)(=O)N2CCOCC2)CC1,11,0,-3,7,6,107,14,1,10
O=C(CN1CCN(c2ccccn2)CC1)Nc1ccc(Cl)c(C(F)(F)F)c1,3,-20,-4,2,5,106,1,-1,1
Cc1cc(=O)oc2cc(OCC(=O)N3c4ccccc4CC3C)ccc12 (stereo not given),-2,-4,4,3,8,72,0,2,7
Cc1ccc(C)c(-n2c(CNC(=O)c3ccco3)nnc2SCC(=O)Nc2nccs2)c1,-10,14,2,1,4,80,-2,4,7
Cc1ccccc1CSc1nnc(-c2ccco2)n1Cc1ccco1,-1,-27,-2,.,-2,125,-1,-1,-5
CCOc1ccc(CC(=O)N2CCN(c3ccc(N4CCOCC4)nn3)CC2)cc1OCC,-9,-77,-4,2,8,90,-14,-1,-8
Cc1cc(C)cc(Oc2ccc(N)cc2)c1,-1,-5,4,2,1,91,-1,-3,0
CCn1c(COc2ccccc2)nnc1SCc1ccc(C#N)cc1,11,8,4,-1,1,69,-3,-3,11
O=C(c1ccncc1)N1CCN(C(=O)c2ccncc2)CC1,10,-2,4,-3,-8,170,6,-2,22
Cc1nc2ncnn2c(N2CCN(C(=O)Cc3cccs3)CC2)c1C,3,-2,1,.,5,78,13,3,8
COCCn1c(=O)[nH]c2cc(C(=O)OC)ccc2c1=O,-20,-6,-4,.,9,70,-10,0,-3
Cc1cccc(NC(=O)Nc2cccc(C)n2)n1,-1,-1,1,4,4,94,-2,-2,-2
N#Cc1cc2c(nc1SCc1nc3ccccc3[nH]1)CCC2,11,6,5,-12,-8,74,10,-1,9
O=S(=O)(c1ccc(Oc2ccc(-c3nnco3)cc2)nc1)N1CCC(Cc2ccccc2)CC1,12,1,2,3,8,92,-1,4,2
COc1cccc(-n2c(SCC(=O)NC3CCCCC3)nc3n[nH]c(C)c3c2=N)c1,-4,-13,-2,4,6,69,3,2,-3
O=C(COC(=O)C1CC(=O)N(Cc2ccco2)C1)c1ccc(OC(=O)c2ccco2)cc1 (stereo not given),-6,-75,-8,.,-3,82,.,2,-9
COc1ccc(C2C(C#N)=C(N)Oc3n[nH]c(C)c32)cc1CSc1ccccn1 (stereo not given),.,.,.,10,6,151,25,2,.
c1coc(-c2nc(-c3ccco3)c(-c3ccco3)nc2-c2ccco2)c1,-10,9,5,.,4,.,39,6,10

# Entries of single compounds, looked up by structure. Order of values: CatS block | C1s inh | CatB mixtures | ROCK2 inh | PKA kinase inh | HER2 expr 66K | CatL block | CatB block | Cathepsin G inh
# CCOc1ccc(CC(=O)N2CCN(c3ccc(N4CCOCC4)nn3)CC2)cc1OCC is listed with -9 | -77 | -4 | 2 | 8 | 90 | -14 | -1 | -8
# CCn1c(SCC(=O)NCC2CCCO2)nc2cc(S(=O)(=O)N3CCCCC3)ccc21 (stereo not given) is listed with 16 | -1 | -1 | 3 | 0 | -28* | 8 | -5 | 5

# Following part
SMILES,CatS block,C1s inh,CatB mixtures,ROCK2 inh,PKA kinase inh,HER2 expr 66K,CatL block,CatB block,Cathepsin G inh
COC(=O)C(C)Sc1nnc(Cc2cc(=O)[nH]c(=O)[nH]2)n1-c1cccc(OC)c1 (stereo not given),1,-21,3,4,-1,102,.,0,8
O=C(CSc1nc2ccccc2o1)Nc1ccc(N2CCOCC2)cc1,-4,-15,1,0,0,86,-3,3,-7
CCN(CC)Cc1csc(C(N)=O)c1,0,6,9,0,2,115,-1,-2,4
Cc1cc(C)nc(N2CCCC(C(=O)NCc3cccs3)C2)n1 (stereo not given),22,3,10,-2,4,98,1,2,-1
CCOC(=O)c1ccccc1NCN1C(=O)CSC1=O,-7,-3,2,8,10,98,-8,3,9
CN1C(=O)C2(c3ccccc31)C1CCCC=C1C(C#N)=C(N)C2(C#N)C#N (stereo not given),.,.,.,11,5,41,-10,2,.
CC1CC(N(C(=O)C2CC2)c2ccccc2)c2ccccc2N1C(=O)C1CC1 (stereo not given),4,13,-4,6,9,80,28,0,12
CCCc1[nH]nc2c1C(CCc1ccccc1)C(C#N)=C(N)O2 (stereo not given),6,-29,-7,2,6,63,5,0,-1
CC(C)(C)NS(=O)(=O)c1ccc(OCC(=O)Nc2ccc3c(c2)OCCO3)cc1,8,14,4,.,-3,127,-5,0,9
CC1Cc2cc(/C(O)=C3/C(=O)C(=O)N(CCCn4ccnc4)C3c3ccco3)ccc2O1 (stereo not given),6,12,6,9,2,177,27,1,6
COc1ccc(-c2csc(N3CCC(C(N)=O)(N4CCCCC4)CC3)n2)cc1,-8,1,3,0,-2,63,-5,-2,-2
Cc1ccc(S(=O)(=O)CC(=O)Nc2ccc(S(=O)(=O)Nc3onc(C)c3C)cc2)cc1,4,7,9,8,1,102,8,-5,40
O=C(CN1C(=O)C2C3C=CC(C3)C2C1=O)N1CC=C(c2ccccc2)CC1 (stereo not given),5,-59,-4,5,7,92,9,6,7
O=C(NCCc1cn2ccccc2n1)C1CCCCC1,14,-11,-4,-2,-4,.,-3,-4,-3
CCOC(=O)Cc1csc(NC(=O)CSc2nnc(C(C)C)n2CC)n1,17,2,2,-1,-6,92,9,1,5
O=C(O)C(Cc1ccccc1)n1cccc1 (stereo not given),9,8,4,4,5,93,9,4,10
Cc1nccn1CCCN1C(=O)OC2(CCCCC2)C1(C)O (stereo not given),-5,1,3,5,14,93,-7,6,0
Cn1cnnc1SCCn1c(N2CCCCC2)nc2c1c(=O)[nH]c(=O)n2C,-1,4,7,1,7,101,.,0,2
CCOC(=O)CC(=O)c1cc(OC)c(OC)c(OC)c1,-4,14,4,4,5,82,-2,5,9
Cc1cc(=O)[nH]c2c(C)c(Cl)ccc12,-6,4,-4,11,9,.,8,0,8
CCOC(=O)c1cccnc1SCC(=O)NC(C)CC (stereo not given),-8,-1,-11,5,4,70,-4,1,9
CCn1c(C(C)NC(=O)c2cccc(C)c2)nc2ccccc21 (stereo not given),5,-3,1,2,4,116,0,2,-3
CCN(CC)CCn1c2ccccc2c2cnc(N=CN(C)C)c(C#N)c21,1,9,3,3,8,82,-6,2,7
CCCCCNc1nc(N2CCCC2)c2c(c1C#N)CCN(C)C2,.,.,.,2,-1,61,37,1,.
Cc1c(N(C(=O)c2cc(=O)[nH]c3ccccc23)C(C)C)c(=O)n(-c2ccccc2)n1C,-5,-10,3,-1,6,106,-4,2,-10

# An excerpt from above in order of length of the SMILES, rising:
SMILES,CatS block,C1s inh,CatB mixtures,ROCK2 inh,PKA kinase inh,HER2 expr 66K,CatL block,CatB block,Cathepsin G inh
CCN(CC)Cc1csc(C(N)=O)c1,0,6,9,0,2,115,-1,-2,4
O=C(O)C(Cc1ccccc1)n1cccc1 (stereo not given),9,8,4,4,5,93,9,4,10
O=C(NCCc1cn2ccccc2n1)C1CCCCC1,14,-11,-4,-2,-4,.,-3,-4,-3
CCOC(=O)c1ccccc1NCN1C(=O)CSC1=O,-7,-3,2,8,10,98,-8,3,9
CCOC(=O)CC(=O)c1cc(OC)c(OC)c(OC)c1,-4,14,4,4,5,82,-2,5,9
Cc1nccn1CCCN1C(=O)OC2(CCCCC2)C1(C)O (stereo not given),-5,1,3,5,14,93,-7,6,0
CCCCCNc1nc(N2CCCC2)c2c(c1C#N)CCN(C)C2,.,.,.,2,-1,61,37,1,.
Cc1cc(C)nc(N2CCCC(C(=O)NCc3cccs3)C2)n1 (stereo not given),22,3,10,-2,4,98,1,2,-1
O=C(CSc1nc2ccccc2o1)Nc1ccc(N2CCOCC2)cc1,-4,-15,1,0,0,86,-3,3,-7
CCOC(=O)Cc1csc(NC(=O)CSc2nnc(C(C)C)n2CC)n1,17,2,2,-1,-6,92,9,1,5
CCN(CC)CCn1c2ccccc2c2cnc(N=CN(C)C)c(C#N)c21,1,9,3,3,8,82,-6,2,7
COc1ccc(-c2csc(N3CCC(C(N)=O)(N4CCCCC4)CC3)n2)cc1,-8,1,3,0,-2,63,-5,-2,-2
O=C(CN1C(=O)C2C3C=CC(C3)C2C1=O)N1CC=C(c2ccccc2)CC1 (stereo not given),5,-59,-4,5,7,92,9,6,7
CC(C)(C)NS(=O)(=O)c1ccc(OCC(=O)Nc2ccc3c(c2)OCCO3)cc1,8,14,4,.,-3,127,-5,0,9
COC(=O)C(C)Sc1nnc(Cc2cc(=O)[nH]c(=O)[nH]2)n1-c1cccc(OC)c1 (stereo not given),1,-21,3,4,-1,102,.,0,8
Cc1ccc(S(=O)(=O)CC(=O)Nc2ccc(S(=O)(=O)Nc3onc(C)c3C)cc2)cc1,4,7,9,8,1,102,8,-5,40
Cc1c(N(C(=O)c2cc(=O)[nH]c3ccccc23)C(C)C)c(=O)n(-c2ccccc2)n1C,-5,-10,3,-1,6,106,-4,2,-10

# Next section
SMILES,CatS block,C1s inh,CatB mixtures,ROCK2 inh,PKA kinase inh,HER2 expr 66K,CatL block,CatB block,Cathepsin G inh
CCN(CC)C(=O)CSc1nc(O)cc(=O)n1C,-5,3,-6,-2,-5,46,13,.,10
CC(C)NC(=O)CCNS(=O)(=O)c1ccc(Br)cc1,0,1,-2,7,6,125,5,0,-1
COc1ccc2c(c1)c(=O)oc1cc(OCC(=O)NC3CC3)ccc12,-4,-39,-3,.,2,131,-54,-5,-6
COc1ccc(-n2c(=O)c3c4c(sc3n3c(C)nnc23)CC(C)CC4)cc1 (stereo not given),.,.,.,1,3,94,31,0,.
Cc1cc(C)n2nc(C(=O)Nc3ccc4c(c3)OCO4)nc2n1,0,-3,2,-3,0,74,5,4,3
Cc1cccc(C)c1OCC(O)Cn1ccnc1C (stereo not given),6,33,8,-5,-3,105,8,8,-3
Cc1cc(NC(=O)COC(=O)c2c(C)nn(-c3ccccc3)c2C)no1,-6,13,2,1,3,97,1,8,8
Cc1ccc(-c2nnc(CSc3nc(C)nc4sc(C)c(C)c34)o2)cc1,2,5,7,5,-3,86,-4,-4,2
COCC(C)n1c(C)cc(C(=O)Cn2c(=O)oc3ccccc32)c1C (stereo not given),0,15,-1,7,9,96,0,2,6
CCn1c(SCC(=O)Nc2ccc3c(c2)c2ccccc2n3CC)nnc1-c1cnccn1,3,6,-1,5,8,90,20,-1,3
COCCCC/C(=N\OCCN)c1ccc(C(F)(F)F)cc1,4,3,2,3,1,113,11,2,-4
Cc1ccc(S(=O)(=O)NCCC(=O)Nc2nnc(C3CC3)s2)cc1C,-1,10,3,3,5,94,-6,6,8
COC(=O)Nc1nnc(CC(=O)Nc2ccccc2C)s1,-5,3,6,8,5,50,-4,-3,-28
